Jurkat NFkB inh: lowers PMA/ionomycin-induced NF-kB signal in Jurkat cells; PMA/ionomycin-induced NF-kB luciferase reporter, luminescence; inhibition, % at 4 µM; 0.53% of 330,000 active
CCR6 antagonist: CCR6 (human) receptor antagonism. CHO-K1 CCR6 PathHunter beta-arrestin, luminescence, CCL20-stimulated. inhibition, % at 20 µM. 0.49% of 340,000 active;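 active = compounds whose inhibition of the agonist-driven luminescence signal at 20 µM reaches about 50%, limit read from the data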;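 note: cells stimulated with CCL20 at 14 nM final; plate controls were DMSO with CCL20 for no effect and DMSO without agonist for full effect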
Gli-Sufu antag: blocks Gli-Sufu signaling in a luciferase reporter; Sufu-KO-LIGHT fibroblasts, Gli luciferase reporter luminescence; inhibition, % at 5 µM; 0.74% of 340,000 active; AID 588413;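 active = inhibition above about 55%, limit read from the data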;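 note: 0% = DMSO-treated cells and 100% = wells with medium but no cells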
Apaf-1 inh: blocks human Apaf-1 apoptosome activity; reconstituted apoptosome caspase-3 activity, DEVD-Rh110 fluorescence; inhibition, % at 20 µM; 0.71% of 330,000 active; AID 489030; active = inhibition of at least 40% at 20 µM;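 note: plate controls were DMSO wells for no effect and DEVD-CHO caspase inhibitor wells for full effect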
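Material: biochemical Apaf-1 apoptosome reconstitution. Medium: Hepes buffer, pH 7.5. Also added: cytochrome c activation, bis-DEVD rhodamine 110 substrate. Timing: 30 min compound preincubation, 50 min activation, room temperature. Measured by: rhodamine 110 fluorescence at Ex 480/Em 540 nm.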
697 NFkB inh: lowers PMA/ionomycin-induced NF-kB signal in 697 B cells; 697 B-cell NF-kB luciferase reporter, 16 h; inhibition, % at 4 µM; 0.33% of 330,000 active; in the data active = inhibition above about 35%
EBI2 block: antagonists of human EBI2 receptor. AID 651636. 0.81% of 360,000 active. P32249. inhibition, % at 5 µM. EBI2 beta-arrestin recruitment, luminescence, 7a,25-OHC stimulated; in the data active = inhibition above about 38%;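 note: enzyme fragment complementation signal reports receptor beta-arrestin coupling in cells; 0% = agonist plus DMSO wells and 100% = wells without agonist; some results beyond the cut were filed as inactive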
Target sequence (P32249 whole entry, looked up, the tested form may be a part): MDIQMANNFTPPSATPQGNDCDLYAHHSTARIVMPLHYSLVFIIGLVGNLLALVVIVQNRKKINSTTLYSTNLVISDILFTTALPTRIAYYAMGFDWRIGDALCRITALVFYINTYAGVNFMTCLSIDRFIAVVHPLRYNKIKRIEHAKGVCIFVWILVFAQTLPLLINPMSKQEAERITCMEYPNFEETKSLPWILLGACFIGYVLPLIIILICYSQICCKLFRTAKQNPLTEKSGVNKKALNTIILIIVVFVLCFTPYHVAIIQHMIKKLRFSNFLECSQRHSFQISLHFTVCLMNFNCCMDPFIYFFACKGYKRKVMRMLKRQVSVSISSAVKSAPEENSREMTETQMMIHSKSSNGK
SENP8 block: inhibitors of human SENP8 protease. inhibition, % at 10 µM. 1.2% of 330,000 active. purified SENP8, Z-RLRGG-aminoluciferin cleavage, luminescence
Target sequence (Q96LD8 whole entry, looked up): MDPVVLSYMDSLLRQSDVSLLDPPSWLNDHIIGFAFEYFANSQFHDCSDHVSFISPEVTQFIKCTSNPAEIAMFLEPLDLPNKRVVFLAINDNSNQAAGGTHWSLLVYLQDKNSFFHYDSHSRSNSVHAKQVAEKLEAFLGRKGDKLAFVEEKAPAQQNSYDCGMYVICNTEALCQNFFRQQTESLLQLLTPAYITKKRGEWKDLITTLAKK
UBC13 polyUb: human UBC13 polyubiquitination inhibition. 0.47% of 330,000 active. AID 485273. inhibition, % at 20 µM. UBC13 polyubiquitin chain formation, TR-FRET. P61088; in the data active = inhibition above about 45%, passing the limit was not always enough
Target sequence (P61088 whole entry, looked up): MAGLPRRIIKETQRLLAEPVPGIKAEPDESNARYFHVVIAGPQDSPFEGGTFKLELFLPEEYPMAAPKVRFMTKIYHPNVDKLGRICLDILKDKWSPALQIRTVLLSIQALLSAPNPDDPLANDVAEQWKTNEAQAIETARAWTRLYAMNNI
* = called active by the depositor; x = no result given. Cut-off read from the data, not from the text of the source, unless noted: active = inhibition above about 50%; inactive = the rest. Some of the compounds tested. The share of hits here may be higher or lower than overall.

1. CN/C(=C/[N+](=O)[O-])NCCSCc1csc(CN(C)C)n1
2. COCCNC(=O)C(c1ccc(C)o1)N(CCOC)C(=O)Cn1nnc2ccccc21 (stereo not drawn)
3. CC(C)n1cnnc1SCC(=O)NNC(=O)COc1ccc(Cl)cc1
4. CCn1cc(CN(C)S(=O)(=O)c2cccc([N+](=O)[O-])c2)cn1
5. Cc1ccc(S(=O)(=O)N2CCN(C)CC2)c(C)c1
Screen / compound no.	1	2	3	4	5
EBI2 block	-4	-20	-4	-10	-13
SENP8 block	-4	4	0	-8	-6
Apaf-1 inh	0	-6	5	-1	-2
697 NFkB inh	0	12	12	25	-2
Jurkat NFkB inh	9	-2	2	8	-7
Gli-Sufu antag	3	-6	-3	-21	3
UBC13 polyUb	3	-4	-2	1	8
CCR6 antagonist	10	3	3	-6	9

Values by screen from the entries so far.
Compounds 1–5 in Gli-Sufu antag: 3, -6, -3, -21, 3
Compounds 1–5 in Jurkat NFkB inh: 9, -2, 2, 8, -7

Next section:
6. O=C(CN1C(=O)CSc2ncccc21)NCCN1CCOCC1
7. CNC(=S)NNS(=O)(=O)c1ccc(OC)cc1OC
8. COc1cc(C(=O)Oc2ccc(C(=S)N3CCOCC3)cc2)cc(OC)c1OC
9. COC(=O)c1sc(-c2cccs2)cc1N
10. CCN1C(=O)[C@H]2[C@H]3CN=C(SCc4ccc(Cl)cc4)N3[C@@](CC)(C(=O)OC)[C@H]2C1=O
Screen / compound no.	6	7	8	9	10
EBI2 block	-4	-7	1	18	3
SENP8 block	8	-11	-4	3	x
Apaf-1 inh	-6	7	9	-11	12
697 NFkB inh	-13	-4	-13	11	-9
Jurkat NFkB inh	-10	-14	-5	7	x
Gli-Sufu antag	2	-6	0	-21	5
UBC13 polyUb	-1	-1	-13	-1	x
CCR6 antagonist	18	1	-1	7	9

11. COc1ccccc1NC(=O)CN(Cc1ccco1)C(=O)c1ccc(N2CCCC2=O)cc1
12. Cc1nn(C)c(C)c1NC(=O)CSc1nc(-c2ccccc2Cl)nc2c1cnn2-c1ccccc1
13. CC(=O)Nc1nc(-c2ccc([N+](=O)[O-])cc2)cs1
14. CCOc1ccc2[nH]cc(C(=O)NCc3ccc(F)cc3)c(=O)c2c1
15. Cc1ccc(/C=C/C(=O)OCC(=O)NC(C)C)o1
Screen / compound no.	11	12	13	14	15
EBI2 block	-4	16	-3	13	-9
SENP8 block	-8	8	-5	-8	3
Apaf-1 inh	9	12	-23	20	3
697 NFkB inh	-34	4	-33	-25	8
Jurkat NFkB inh	-4	2	-22	14	-3
Gli-Sufu antag	8	1	-29	x	-5
UBC13 polyUb	-10	30	-4	-2	1
CCR6 antagonist	8	-2	0	-5	13

16. CCOC(=O)C1CCCN(C(=O)c2cc(S(=O)(=O)N3CCCCC3)c[nH]2)C1 (stereo not drawn)
17. COc1ccccc1OCc1cc(C(=O)N2CCCC(OCc3cccnc3)C2)no1 (stereo not drawn)
18. O=S(=O)(NCc1ccccc1)c1ccc(Cl)cc1
19. CC(=O)c1ccc2c(c1)c1ccccc1n2CC(C)C
20. COc1ccc(NC(=O)CCNC(C)=O)cc1NS(=O)(=O)c1ccc(F)cc1
Screen / compound no.	16	17	18	19	20
EBI2 block	0	-2	0	11	2
SENP8 block	-8	-4	-2	-3	5
Apaf-1 inh	2	-1	7	5	3
697 NFkB inh	0	-87	2	0	0
Jurkat NFkB inh	-5	-106	-5	8	-4
Gli-Sufu antag	1	-40	3	6	5
UBC13 polyUb	0	2	3	21	-2
CCR6 antagonist	11	3	4	4	5

21. COc1ccc(Cl)cc1NC(=S)NCCCN1CCCC1=O
22. COCCNC(=O)/C(C#N)=C/c1c(N2CC(C)OC(C)C2)nc2ccccn2c1=O (stereo not drawn)
23. CCOc1ccccc1NC(=O)CNC(=O)CNC(=O)Cc1ccccc1
24. O=C(Nc1ccccc1Cl)NC1(C(=O)N2CCCCC2)CCCCC1
25. CC(C)CN(C(=O)c1cccc(S(=O)(=O)N2CCN(C)CC2)c1)C1CCS(=O)(=O)C1 (stereo not drawn)
Screen / compound no.	21	22	23	24	25
EBI2 block	-6	4	-8	6	2
SENP8 block	-4	-5	1	1	-6
Apaf-1 inh	5	-11	0	-7	-7
697 NFkB inh	-3	-46	-5	13	5
Jurkat NFkB inh	5	42	6	3	5
Gli-Sufu antag	-4	4	-4	-1	-2
UBC13 polyUb	-7	3	4	2	-5
CCR6 antagonist	11	-1	19	6	0

26. Cc1nnc(NC(=O)CSc2nnc3ncccn23)s1
27. CCOCC(=O)Nc1ccc([N+](=O)[O-])cc1OC
28. NC(=O)c1cc(Cl)ccc1OCC(=O)N1CCCc2ccccc21
29. Cc1cc(NC(=O)CSc2ncccn2)no1
30. O=C(Cc1ccc(Cl)c(Cl)c1)Nc1cccc(S(=O)(=O)N2CCOCC2)c1
Screen / compound no.	26	27	28	29	30
EBI2 block	-8	-3	15	-6	6
SENP8 block	-6	-10	-2	-9	6
Apaf-1 inh	-4	-1	2	-18	-12
697 NFkB inh	11	0	10	5	12
Jurkat NFkB inh	1	0	5	1	6
Gli-Sufu antag	-3	-10	7	-1	8
UBC13 polyUb	2	-10	11	-10	-1
CCR6 antagonist	0	9	4	0	7

31. c1ccc2nc3ccccc3nc2c1
32. COc1ccc(C(=O)Nc2ccc3c(c2)nc(CN2CCCC2)n3C)cc1
33. CC(=O)c1ccc(OCC(O)CN2C(C)CCCC2C)cc1 (stereo not drawn)
34. C=C(NS(=O)(=O)c1ccc(C)cc1)C(=O)OC
35. NNC(=O)c1sc2cc(C(F)(F)F)cnc2c1-c1cccs1
Screen / compound no.	31	32	33	34	35
EBI2 block	3	1	-4	1	-3
SENP8 block	-6	3	-11	x	-3
Apaf-1 inh	3	-3	11	0	4
697 NFkB inh	1	9	-50	17	1
Jurkat NFkB inh	-9	1	-17	x	-2
Gli-Sufu antag	-39	20	1	-5	-4
UBC13 polyUb	-12	2	-5	x	4
CCR6 antagonist	0	3	-2	10	6

Some of these compounds in order of formula weight, falling:
30. O=C(Cc1ccc(Cl)c(Cl)c1)Nc1cccc(S(=O)(=O)N2CCOCC2)c1
32. COc1ccc(C(=O)Nc2ccc3c(c2)nc(CN2CCCC2)n3C)cc1
35. NNC(=O)c1sc2cc(C(F)(F)F)cnc2c1-c1cccs1
34. C=C(NS(=O)(=O)c1ccc(C)cc1)C(=O)OC
29. Cc1cc(NC(=O)CSc2ncccn2)no1
Screen / compound no.	30	32	35	34	29
EBI2 block	6	1	-3	1	-6
SENP8 block	6	3	-3	x	-9
Apaf-1 inh	-12	-3	4	0	-18
697 NFkB inh	12	9	1	17	5
Jurkat NFkB inh	6	1	-2	x	1
Gli-Sufu antag	8	20	-4	-5	-1
UBC13 polyUb	-1	2	4	x	-10
CCR6 antagonist	7	3	6	10	0

(more compounds)
36. CCNC(=S)Nc1ccc(Oc2ccccc2)cc1
37. COC(=O)Oc1ccc(/C=C/C(=O)OC(C)C)cc1OC(=O)OC
38. CCCn1nnnc1-c1cccc(Cl)c1
39. CC1(C)Cc2c(sc3c2c(=O)n(-c2ccc(Cl)cc2)c(=O)n3CC(N)=O)CO1
40. Cc1cccc(C)c1OCc1cc(C(=O)NCC2COCCO2)no1 (stereo not drawn)
Screen / compound no.	36	37	38	39	40
EBI2 block	-19	2	-16	2	12
SENP8 block	5	-3	-1	-1	4
Apaf-1 inh	8	-4	-3	-22	2
697 NFkB inh	-24	-148	15	2	11
Jurkat NFkB inh	-12	24	4	-2	-11
Gli-Sufu antag	-6	53	6	-4	17
UBC13 polyUb	2	-4	-3	5	-2
CCR6 antagonist	-8	-2	-3	21	7

41. Cc1nn(Cc2cccc(C(=O)NCC(C)C)c2)c(C)c1Br
42. O=C(Nc1ccccc1-c1ccccc1)c1ccc(Cl)c([N+](=O)[O-])c1
43. O=C(NCc1ccco1)c1ccc2c(c1)C(=O)N(Cc1ccccc1)C2=O
44. CCN(CC(O)COc1ccc(OCC(O)CN(CC)C2CCCCC2)cc1)C1CCCCC1 (stereo not drawn)
45. Cc1cnc(NC(=O)C2CCC(C(C)(C)C)CC2)s1 (stereo not drawn)
Screen / compound no.	41	42	43	44	45
EBI2 block	-4	53*	11	-5	9
SENP8 block	-5	5	-9	-5	2
Apaf-1 inh	4	18	9	3	31
697 NFkB inh	-7	1	-2	-15	-40
Jurkat NFkB inh	3	12	-4	-21	-58
Gli-Sufu antag	3	4	-1	21	-29
UBC13 polyUb	4	3	6	4	8
CCR6 antagonist	1	22	10	11	17

The final two entries of the section above open the next one.
44. CCN(CC(O)COc1ccc(OCC(O)CN(CC)C2CCCCC2)cc1)C1CCCCC1 (stereo not drawn)
45. Cc1cnc(NC(=O)C2CCC(C(C)(C)C)CC2)s1 (stereo not drawn)
46. O=C(NC1CC2CCC(C1)N2Cc1nnnn1Cc1ccco1)NC12CC3CC(CC(C3)C1)C2 (stereo not drawn)
47. COc1ccccc1CN1CCNC(=O)C1CC(=O)NCCC1=CCCCC1 (stereo not drawn)
48. O=C(NCC1CCCCC1)c1ccc(F)cc1Cl
49. C/C(=N\NC(=O)CC#N)c1cc2ccccc2oc1=O
50. C=CCN(CC=C)C(=O)c1cc2ccccc2c(=O)o1
Screen / compound no.	44	45	46	47	48	49	50
EBI2 block	-5	9	-13	-2	3	-8	-9
SENP8 block	-5	2	-6	-1	7	-4	-4
Apaf-1 inh	3	31	8	-18	2	10	-8
697 NFkB inh	-15	-40	-2	12	-32	-5	20
Jurkat NFkB inh	-21	-58	3	-8	-30	-3	12
Gli-Sufu antag	21	-29	8	-2	-62	24	1
UBC13 polyUb	4	8	-1	13	-2	-2	2
CCR6 antagonist	11	17	8	4	-4	-6	-3

51. COc1ccc(CCNC(=O)c2cc3c(=O)n4ccccc4nc3n(C3CCCCC3)c2=N)cc1OC
52. CCC(=NCCc1ccc(OC)c(OC)c1)C1=C(O)CC(C)(C)CC1=O
53. CCN(c1ccccc1)S(=O)(=O)c1nnc(NC(=O)c2ccccc2OC)s1
54. O=C(Nc1ccc(F)cc1)c1ccc(=O)[nH]n1
55. COc1ccccc1NC(=O)Nc1nc(CC(=O)N2CCN(c3ccccc3F)CC2)cs1
Screen / compound no.	51	52	53	54	55
EBI2 block	15	-7	1	-5	2
SENP8 block	-10	5	6	-2	-3
Apaf-1 inh	-1	-13	17	5	16
697 NFkB inh	-45	14	-8	-3	-13
Jurkat NFkB inh	-11	8	-2	-7	11
Gli-Sufu antag	44	6	-5	3	-4
UBC13 polyUb	2	4	-2	-2	-9
CCR6 antagonist	23	-5	5	-7	3

56. O=C(CSc1ccc([N+](=O)[O-])cn1)Nc1ccc(N2CCOCC2)cc1
57. CCCn1nnnc1NC(=O)COc1ccc(Br)cc1
58. CC1CN(S(=O)(=O)c2cccc(C(=O)OCC(=O)N3CCCCCC3)c2)CC(C)O1 (stereo not drawn)
59. CCCC(=O)N1CCN(c2nnc(-c3ccc(C)cc3)c3ccccc23)CC1
Screen / compound no.	56	57	58	59
EBI2 block	-1	1	-8	6
SENP8 block	-2	-6	4	0
Apaf-1 inh	-15	1	-7	13
697 NFkB inh	-2	-3	17	-1
Jurkat NFkB inh	-13	-2	7	-14
Gli-Sufu antag	-16	-5	1	8
UBC13 polyUb	-7	-18	0	-3
CCR6 antagonist	1	3	10	18

Source: PubChem BioAssay (Sanford-Burnham Center for Chemical Genomics)
